Source: PubChem BioAssay (several laboratories)
SMARCA2 act – SMARCA2 function activation, primary screen; MG213 cells, MMTV-luciferase reporter, dexamethasone, overnight; activation, % at 9.1 µM; actives 1% (n = 370,000); in the data active = activation above about 7.8%;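 also: 0% = vehicle wells and 100% = reference activator wells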
DAX1 inh-1 – inhibitors of human orphan nuclear receptor DAX1 (NR0B1); P51843; HEK293 Gal4-DAX1 luciferase reporter, luminescence; actives 0.99% (n = 340,000); inhibition, % at 6.75 µM; AID 504766;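 active = inhibition above the mean over all tested compounds plus 3 SD, cut at about 4.2% in these data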;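 also: 0% = DAX1-transfected cells with DMSO and 100% = empty-vector control cells with DMSO; inhibition shows as a rise in luminescence from relieved DAX1 repression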
ADAM17 inh – inhibitors of human ADAM17; P78536; recombinant ADAM17, EDANS/DABCYL FRET peptide cleavage; inhibition, % at 6.95 µM; actives 0.83% (n = 370,000);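 active = inhibition above the mean of compounds lying between control limits plus 3 SD, set per campaign, cut at about 8.5% in these data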;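 also: 0% = DMSO-only wells as the low control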
GAA850 FXN act – frataxin GAA850 promoter activation. HEK293 lucGAA850 FXN promoter luciferase reporter, 24 h; percent of 10 µM SAHA response. activation, % at 6 µM. actives 0.56% (n = 360,000). AID 540364;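 active = activation above the average of all compounds screened plus 3 SD, cutoff fixed separately per campaign, cut at about 7.5% in these data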;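 also: 0% = DMSO wells and 100% = 10 µM SAHA wells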
DAX1 inh-2 – blocks DAX1 repression of SF-1 activated StAR promoter | AID 652010 | HEK293T StAR-luciferase reporter, SF-1/DAX-1 repression relief | inhibition, % at 6.8 µM | actives 1.1% (n = 370,000);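 active = inhibition above the mean over all tested compounds plus 3 SD, cut at about 3.6% in these data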;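 also: 0% = DAX-1 cells with DMSO and 100% = cells lacking DAX-1 with DMSO; higher inhibition means more luminescence from relief of DAX-1 repression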
PG9 Ab binder – PG9 antibody binding by small molecule. TR-FRET gp120-PG9 antibody binding. inhibition, % at 6.7 µM. actives 0.43% (n = 360,000); in the data active = inhibition above about 8.5%
ADAM10 inh – inhibitors of human ADAM10; O14672; AID 720582; inhibition, % at 7 µM; recombinant ADAM10, EDANS/DABCYL FRET peptide cleavage, 3 h; actives 0.62% (n = 370,000);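 active = inhibition above a per-campaign cutoff equal to the mean of compounds falling between control-based bounds plus 3 SD, cut at about 20% in these data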;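 also: 0% = DMSO wells while the 100% control is not disclosed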
hgDAF12 agonist – agonists of H. glycines DAF-12 nuclear receptor | activation, % at 6.8 µM | AID 687014 | HEK293 GAL4-hgDAF12 UAS-luciferase reporter, agonist luminescence; normalized to butyrate control | actives 1.8% (n = 370,000);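 active = activation above a cutoff set at the mean of all screened compounds plus 3 SD, cut at about 10% in these data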;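 also: 0% = DMSO wells and 100% = sodium butyrate wells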
ssDAF-12 act – activators of S. stercoralis DAF-12 nuclear receptor; HEK293 ssDAF-12/GRIP1 lit1-tk-luc reporter, luminescence; % of 3 µM dafachronic acid response; actives 1% (n = 370,000); activation, % at 6.8 µM;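 active = activation above the mean over all tested compounds plus 3 SD, cut at about 0.9% in these data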;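 also: 0% = DMSO-only wells and 100% = 3 µM delta7-dafachronic acid wells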
hcDAF-12 act – H. contortus DAF-12 activation, primary screen | HEK293 hcDAF-12 lit1-tk-luc reporter, luminescence; 0% DMSO, 100% Δ7-dafachronic acid | activation, % at 6.8 µM | actives 1.4% (n = 370,000) | AID 652067;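 active = activation above the mean of all tested compounds plus 3 SD, cut at about 5.5% in these data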;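 also: 100% = response to 3 µM Δ7-dafachronic acid high control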
GC-A act – GC-A (human) enzyme activation; P16066; HEK293 GC-A cells, cGMP TR-FRET, EC30 ANP; 0% at EC30 ANP, 100% saturating ANP; activation, % at 10 µM; actives 0.14% (n = 370,000); in the data active = activation above about 40%
Target sequence (P16066 whole entry, looked up): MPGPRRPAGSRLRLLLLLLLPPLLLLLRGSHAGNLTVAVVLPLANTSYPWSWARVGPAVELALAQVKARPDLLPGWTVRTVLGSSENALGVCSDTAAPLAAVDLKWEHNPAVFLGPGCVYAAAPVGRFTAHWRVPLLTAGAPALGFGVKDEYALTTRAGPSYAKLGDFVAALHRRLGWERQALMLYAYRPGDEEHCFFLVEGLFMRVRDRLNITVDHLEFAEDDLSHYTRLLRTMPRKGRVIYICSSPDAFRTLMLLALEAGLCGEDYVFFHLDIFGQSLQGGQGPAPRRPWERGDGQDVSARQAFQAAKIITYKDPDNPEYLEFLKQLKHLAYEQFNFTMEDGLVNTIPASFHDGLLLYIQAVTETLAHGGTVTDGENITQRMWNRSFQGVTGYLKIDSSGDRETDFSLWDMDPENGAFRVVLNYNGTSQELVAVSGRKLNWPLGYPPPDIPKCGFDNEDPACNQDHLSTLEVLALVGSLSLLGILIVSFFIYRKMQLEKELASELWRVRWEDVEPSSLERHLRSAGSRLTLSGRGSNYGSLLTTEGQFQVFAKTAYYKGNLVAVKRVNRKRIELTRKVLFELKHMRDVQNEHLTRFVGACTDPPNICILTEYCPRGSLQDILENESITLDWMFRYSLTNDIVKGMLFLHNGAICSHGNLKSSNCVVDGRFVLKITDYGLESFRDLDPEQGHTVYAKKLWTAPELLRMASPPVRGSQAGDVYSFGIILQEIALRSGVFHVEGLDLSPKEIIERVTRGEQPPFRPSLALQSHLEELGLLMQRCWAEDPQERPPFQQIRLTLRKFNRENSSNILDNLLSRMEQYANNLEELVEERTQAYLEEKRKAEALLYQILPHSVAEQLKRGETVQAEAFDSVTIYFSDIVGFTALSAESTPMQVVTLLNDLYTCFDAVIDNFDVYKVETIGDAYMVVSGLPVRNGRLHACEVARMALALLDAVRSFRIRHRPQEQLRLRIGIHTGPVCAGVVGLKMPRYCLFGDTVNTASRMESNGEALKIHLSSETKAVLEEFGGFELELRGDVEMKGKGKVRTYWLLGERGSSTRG
Active calls of the source: *; i = inactive; nt = no result given.

SMILES	SMARCA2 act	DAX1 inh-1	ADAM17 inh	GAA850 FXN act	DAX1 inh-2	PG9 Ab binder	ADAM10 inh	hgDAF12 agonist	ssDAF-12 act	hcDAF-12 act	GC-A act
CC(=O)Nc1ccc(NC(=O)CSc2nnc(-c3cc(C)[nH]n3)n2N)cc1	-4	0.1	-7	-1.0	-1.6	-0.6	-10	1.2	-1.2	-1.2	-3
Nc1scc[n+]1Cc1cccc2cccnc12	1	2.5	-2	2.1	0.7	-0.9	5	1.3	-1.0	-1.4	2
COc1cccc(C(=O)NNC2OC(CO)C(O)C2O)c1 (configuration not stated)	5	1.4	-5	3.3	0.4	1.1	-6	5.3	-0.5	1.7	3
O=C(N/N=C/c1ccc(Br)s1)c1cccnc1	-1	0.8	-1	1.8	-0.4	-2.3	-7	2.4	-0.1	-0.3	0
Cc1ccc(Cn2c(CN3CC(C)OC(C)C3)nc3c2c(=O)[nH]c(=O)n3C)cc1 (configuration not stated)	4	2.9	-3	1.4	-0.9	-0.2	-2	-1.7	-1.6	-1.0	0
C=C1C(=O)C23C(O)C1CCC2C12CCCC(C)(COC(C)=O)C1C(O)C3(O)OC2 (configuration not stated)	-12	-5.8	-2	-15	-5.5	1.3	-7	-9.8	-2.4	-4.9	2
CCN(CC)S(=O)(=O)c1ccc(N2CCc3ccccc3C2)nc1	-3	-0.3	-8	3.3	-0.5	0.2	-20	-0.9	-1.1	0.0	6
Cc1ccc(CN2CCC(CNC(=O)Nc3ccccc3F)CC2)cc1	0	4.4*	1	-0.5	-0.6	2.9	2	-0.8	-0.4	-0.8	-2
C/C(=N\NC(=O)CSc1nc2ccccc2o1)c1cccc(O)c1	0	-1.1	5	0.9	0.3	1.3	5	2.5	-0.8	-0.7	4
O=C(CCS(=O)(=O)c1ccc(Br)cc1)Nc1ccccn1	-1	0.7	-1	0.8	0.3	0.5	-14	2.7	-1.5	-0.2	4
CC(=O)N1CCCN(Cc2cn(-c3cc(C)ccc3C)nc2-c2ccccc2)CC1	-1	-1.4	-6	-1.9	-0.8	-0.2	-12	-0.9	-1.6	-0.4	-3
O=C(COc1ccccc1)NCC(=O)N1CCCCCC1	0	-0.2	2	0.7	1.1	-0.9	-8	-1.9	-1.1	0.2	3
O=C(Nc1ccc(O)c(-c2nc3ccccc3s2)c1)C1=COCCO1	-3	-0.2	-8	1.1	0.9	0.2	-23	3.2	-1.0	0.6	0
CCOC(=O)c1c(C)[nH]c(C)c1S(=O)(=O)N1CCN(C(=O)c2ccco2)CC1	7	-0.4	-3	0.1	0.0	-0.3	3	0.9	-1.6	-1.1	-1
O=C(Nc1ccc(N2CCCC(O)C2)cc1)c1snc2c(=O)[nH]cnc12 (configuration not stated)	-1	-0.9	-6	4.9	0.7	-7.1	-3	1.1	-0.6	-0.5	-5
CS(=O)(=O)c1nc(-c2ccccc2)c(-c2ccccc2)[nH]1	-2	1.8	0	1.8	-0.1	1.7	-6	-1.0	-0.8	-2.9	-1
Cc1nn(-c2ccccc2)c(Cl)c1/C=C1\SC(=S)N(C)C1=O	5	-1.3	1	2.3	0.0	-1.4	4	-4.8	-0.6	1.8	-2
COc1cc(NC(=O)COc2ccc(C)c(C)c2)ccc1NC(=O)c1ccco1	2	0.0	-24	0.1	0.2	-1.3	-26	0.5	-0.9	0.9	0
Cc1ccc(NS(=O)(=O)c2cccc(C(=O)NCCc3c[nH]c4ccccc34)c2)c(C)c1	-5	0.0	6	-0.4	-0.5	-1.8	13	0.6	-0.7	0.8	-1
O=C1c2ccccc2C(=O)N1CN(C(=O)c1ccccc1)c1ccc(O)cc1	-4	-2.2	-5	0.8	0.3	-0.5	2	0.2	-0.7	-2.1	3
CN(CC(=O)Nc1cccc(F)c1)CC(=O)N(C)CC(=O)Nc1ccccc1Br	-2	0.0	-4	-0.5	-1.2	1.9	-17	-2.2	-0.8	0.0	-4
CC1CCCC(C)N1CCNC(=O)CCn1nc(-c2ccccc2)ccc1=O (configuration not stated)	1	0.3	-4	1.4	-0.3	-2.5	-6	-1.0	-1.2	-0.9	0
O=C(Cc1n[nH]c(=O)[nH]c1=O)N/N=C/c1cccc(O)c1	4	0.3	1	-0.9	0.2	-0.7	-1	-0.2	-0.8	-0.9	4
O=C(N/N=C/c1cccnc1)c1cccc(NC(=O)c2ccccc2Cl)c1	-1	0.0	2	-0.4	0.1	-0.5	5	0.4	-1.4	-1.1	-1
COc1ccc(S(=O)(=O)N2CCOC2CNC(=O)C(=O)NCCCN(C)C)cc1C (configuration not stated)	-2	0.3	-4	0.1	0.7	-1.2	5	0.5	-0.8	-1.1	4
Cc1ccc(C2(c3noc(CN(C)Cc4ccccn4)n3)CCCC2)cc1	-1	-0.4	-1	-1.3	0.4	-2.5	-11	-1.4	-1.1	1.1	-13
COc1ccc2[nH]c3c(c2c1)CCN1C(=O)C(CC(=O)NCc2ccco2)C[C@H](C(=O)N2CCCCC2)[C@@]31CCc1ccccc1 (some centres not stated)	-2	-0.1	-2	-0.4	-0.1	-0.6	-5	-0.4	-1.3	-0.7	-11
Cc1ccc2cc(COC(=O)C3CCCO3)c(=O)[nH]c2c1 (configuration not stated)	-3	0.6	-8	1.3	1.2	-0.1	-33	0.4	-0.9	0.9	2
Cc1ccc2oc(C(=O)NCC3CCOCC3)c(C)c2c1	3	1.8	-1	3.7	2.2	-0.1	-3	3.6	0.1	4.0	-1
CC(C)c1ccc(N(C(=O)CNC(=O)c2ccco2)C(C(=O)NC2CCCC2)c2ccncc2)cc1 (configuration not stated)	0	-0.2	0	-1.7	0.3	1.3	-1	-1.0	-0.1	0.6	2
COc1cc(C2SCC(=O)N2CCCN(C)C)cc(OC)c1OC (configuration not stated)	0	-0.3	-6	0.3	0.2	-1.5	-12	-1.4	-0.7	-0.9	6
CCN(CC(=O)Nc1cc(Cl)ccc1C)C(=O)c1cc(S(=O)(=O)N2CCCCCC2)ccc1OC	1	-0.8	-4	1.9	0.2	1.7	-6	1.4	-1.1	-0.1	-3
COc1ccc(-c2nc3ccccc3nc2-c2ccc(OC)c(OC)c2)cc1OC	-2	-0.4	-3	0.5	0.0	-1.4	2	-1.8	-0.8	-0.9	1
COc1ccc(C)cc1Nc1cc(C)nc2ncnn12	-1	4.0	1	2.1	0.8	-1.1	-3	-1.8	-0.6	-1.9	1
CCc1cccc(NC(=O)c2cc(S(=O)(=O)N(C)C)ccc2N2CCCC2)c1	-3	-0.5	-5	-0.6	-0.3	0.1	-2	-1.3	-1.5	-2.7	4
Cc1ccc(Nc2nc3ccccc3n3nnnc23)cc1	-1	2.0	-1	3.6	0.7	4.6	-8	2.6	0.0	1.6	-7
O=C(Nc1cccc(Cl)c1)c1cnn2cccnc12	8.1*	1.5	-4	5.2	3.5	0.0	-2	17*	0.3	7.7*	5
Cc1noc(C)c1COc1ccc(C(=O)OCC(=O)Nc2cccc(S(=O)(=O)N3CCOCC3)c2)cc1	-3	2.4	11*	1.0	1.7	-1.0	25*	2.9	-1.3	-1.9	-5
Cc1cccc(NC(=O)C[n+]2cccc(C)c2)c1	-1	1.0	-4	0.7	0.4	0.8	-7	-0.7	-0.8	-0.4	1
COCCN(C(=O)CCC(=O)Nc1nccs1)C(C(=O)NC(C)(C)C)c1ccc(F)cc1 (configuration not stated)	0	1.5	-4	1.0	-0.1	-0.9	5	1.1	-0.5	-1.2	-2
N#C/C(=C\c1ccc(O)c(Br)c1)C(=O)NCc1ccccc1	-1	0.4	1	-0.3	0.2	-1.5	0	0.3	0.3	-1.1	-4
CCC1(c2ccc(F)cc2)NC(=O)N(CC(=O)Nc2ccc(-c3nc4ccc(C)cc4s3)cc2)C1=O (configuration not stated)	0	1.5	-172	4.5	3.8*	3.0	i	20*	0.6	4.6	4
COc1ccc(-c2ocnc2C(=O)NCc2nn(-c3ccccc3)nc2C)cc1	-7	-3.6	-10	1.6	-1.3	1.6	-10	-5.2	-2.5	-4.5	2
O=C(NCC(=O)N1CCN(C(=O)c2ccco2)CC1)c1cccc(Cl)c1	-1	1.9	-1	0.6	-0.5	1.5	-2	-0.6	-1.1	-0.2	-2
CC1CCCCC1NC(=O)CN1CCN(Cc2ccccc2Cl)C1=O (configuration not stated)	-2	0.2	-3	2.5	-0.4	-1.7	-2	0.6	-1.4	-2.4	-1
Cc1ccc(N2CC(C(=O)N3CCN(C(=O)c4ccco4)CC3)CC2=O)cc1 (configuration not stated)	2	1.4	-1	1.4	0.2	1.1	5	0.7	-0.4	1.9	1
COc1cc(C=Nn2c(-c3cc(-c4ccccc4)n[nH]3)n[nH]c2=S)ccc1OC(C)=O	14*	nt	0	nt	-0.9	nt	5	3.8	-1.9	-2.3	-2
CC(=O)C[C@@H](O)CC(=O)[C@@H]1OC(=O)CCCCC/C=C/Cc2ccccc21	1	1.0	-1	2.4	0.0	1.9	-2	-1.2	-1.1	2.9	0
CC1(c2nnnn2Cc2ccccc2)CCC(=O)N1CC1CCCCC1 (configuration not stated)	1	nt	-3	nt	-2.7	1.9	0	-0.8	-0.8	-1.4	-3
Cn1c(CCNC(=O)c2ccco2)nc2cc(NC(=O)c3ccco3)ccc21	2	1.3	-2	4.2	-0.5	-1.0	-13	6.2	-0.9	0.5	1
Next compounds follow:
SMILES	SMARCA2 act	DAX1 inh-1	ADAM17 inh	GAA850 FXN act	DAX1 inh-2	PG9 Ab binder	ADAM10 inh	hgDAF12 agonist	ssDAF-12 act	hcDAF-12 act	GC-A act
CCOc1ccccc1NC(=O)CN(c1ccc(C)cc1)S(=O)(=O)c1c(C)noc1C	-5	-0.8	3	-1.8	-1.0	-1.1	12	-1.6	-1.7	-2.9	-9
c1ccc2c(c1)ncn2Cc1nnc2sc(-c3ccncc3)nn12	-2	2.4	-6	-0.1	-0.3	2.2	-1	-1.9	-1.9	-0.2	3
Cc1ccc(NC(=O)c2c(Cl)n(C)c3ccccc23)cc1	3	1.2	-1	5.8	0.1	0.3	0	10	1.1*	7.0*	-2
Cc1cc(C)nc(NC(=O)Nc2ccc3c(c2)OCO3)c1	3	3.0	-3	7.4	1.5	-2.4	-5	11*	-1.0	4.2	-3
Cc1ccc(/C=C/C(=O)Nc2ccc(S(=O)(=O)Nc3ncccn3)cc2)cc1	-3	0.1	-8	1.2	1.6	1.3	-7	0.0	-1.6	-0.5	-6
CC1CCN(CCNC(=O)c2ccc3c(=O)n(CCc4ccccc4)c(=O)[nH]c3c2)CC1	-2	nt	-19	nt	2.0	0.3	-47	2.0	-1.0	-1.1	8
C=C[C@]12CC[C@H](OC(C)=O)CC1=CCC1C2CC[C@@]2(C)C1CCC21OCCO1 (some centres not stated)	-2	0.1	-7	1.5	-0.3	0.5	-10	-0.8	-1.3	-0.6	3

A second format for part of the listing above.
The line under a structure holds: SMARCA2 act	DAX1 inh-1	ADAM17 inh	GAA850 FXN act	DAX1 inh-2	PG9 Ab binder	ADAM10 inh	hgDAF12 agonist	ssDAF-12 act	hcDAF-12 act	GC-A act
> CC1(c2nnnn2Cc2ccccc2)CCC(=O)N1CC1CCCCC1 (configuration not stated)
    1	nt	-3	nt	-2.7	1.9	0	-0.8	-0.8	-1.4	-3
> Cc1noc(C)c1COc1ccc(C(=O)OCC(=O)Nc2cccc(S(=O)(=O)N3CCOCC3)c2)cc1
    -3	2.4	11*	1.0	1.7	-1.0	25*	2.9	-1.3	-1.9	-5
